Bioassay records from PubChem BioAssay.
V1R ag counter – activates human V1a receptor in oxytocin agonist counter-screen. 320,000 tested, 0.25% active. activation, % at 3 µM. CHO-V1R cells, Fluo-8 calcium fluorescence, agonist mode; 0% DMSO, 100% 3 nM vasopressin. AID 2797. P37288;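 active means activation above the mean activation of all tested compounds plus 3 SD, per screening run, cut at about 20% in these data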;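 further: signal is peak over basal fluorescence ratio across a 100 second FLIPR read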
MEKK2mut PB1 HTS – signal of MEK5 binding to mutant human MEKK2 PB1 domain; bead flow cytometry, Alexa488-MEK5 binding to MEKK2 mutant; percent response, % at 10 µM; 290,000 tested, 0.35% active; AID 1530; in the data active means percent response above about 24%, passing the limit was not always enough; further: inactives centre near 1; some results filed as inactive read as strong as hits
OXTR agonist – agonists of human oxytocin receptor | activation, % at 3 µM | 320,000 tested, 0.32% active | AID 2435 | CHO-OTR cells, Fluo-8 calcium fluorescence; normalized: DMSO 0%, oxytocin 100%;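 active means activation above the mean of all tested compounds plus 3 SD, cutoff set per screening run, cut at about 20% in these data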;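 further: peak over basal fluorescence ratio from a 100 s FLIPR kinetic read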
NALP1 yeast inh – blocks the NALP1 inflammasome reconstituted in yeast | inhibition, % at 10 µM | 280,000 tested, 0.61% active | AID 2071 | S. cerevisiae NALP1/ASC/caspase-1 growth, X-gal OD620, 72 h; in the data active means inhibition mostly above about 24%, no sharp cut-off; inactive means mostly below about 32%; further: some compounds called inactive have numbers as strong as hits
MEKK2wt PB1 HTS – raises or lowers MEK5 binding to wildtype human MEKK2 PB1 domain; Q9Y2U5; bead flow cytometry, Alexa488-MEK5 binding to MEKK2 WT; actives lie on both sides; binding response (% of control), % at 10 µM; 290,000 tested, 1.1% active; AID 1531; in the data active means binding response below about 67% or above about 130%
GPR7 antagonist – blocks human GPR7 receptor signaling. AID 1861. GPR7-expressing cells, fluorescence antagonist assay. P48145. inhibition, % at 4.4 µM. 290,000 tested, 1.1% active; in the data active means inhibition above about 16%, passing the limit was not always enough;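 further: cells stimulated with the agonist NPW; 0% = agonist with vehicle and 100% = vehicle without agonist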
Target sequence (P48145 whole entry, looked up): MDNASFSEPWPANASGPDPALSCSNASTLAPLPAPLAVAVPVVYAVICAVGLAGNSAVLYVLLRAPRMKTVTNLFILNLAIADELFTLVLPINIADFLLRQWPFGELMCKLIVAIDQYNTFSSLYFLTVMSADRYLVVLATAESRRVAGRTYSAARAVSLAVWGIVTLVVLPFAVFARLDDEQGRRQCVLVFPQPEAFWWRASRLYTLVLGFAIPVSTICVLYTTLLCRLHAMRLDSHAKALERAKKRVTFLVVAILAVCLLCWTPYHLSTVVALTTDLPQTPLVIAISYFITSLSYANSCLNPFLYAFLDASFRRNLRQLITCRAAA
OXTR potentiator – potentiates the human oxytocin receptor response | P30559 | activation, % at 3 µM | CHO-OTR cells, Fluo-8 calcium fluorescence, potentiator mode; 0% = oxytocin EC15, 100% = EC100 | 320,000 tested, 0.061% active;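 active means activation above that plate's cutoff, the mean activation of tested compounds plus 3 SD, cut at about 6.6% in these data, passing the limit was not always enough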;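 further: 100% uses oxytocin at 75 nM as the full agonist control; some results filed as inactive read as strong as hits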
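assay system = CHO-OTR cells, human receptor | schedule = compound 6 min at room temperature before oxytocin, 100 s read | detection = Fluo-8 intracellular calcium fluorescence, ex 470-495, em 515-575 nm | evaluation = normalized max/min fluorescence ratio, % activation | control set = EC15 oxytocin alone as 0%, 75 nM oxytocin (EC100) as 100%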
GalR3 antagonist – antagonists of human GalR3; O60755; AID 651719; HEK293 GalR3-CNG cAMP membrane potential fluorescence; galR3 body fused to GalR1 C-terminus; 360,000 tested, 0.44% active; inhibition, % at 3 µM;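 active means inhibition above the screen-wide average plus 3 SD, cut at about 13% in these data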;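 further: forskolin and galanin both at EC90 stimulate the cells; cAMP rise reported by CNG channel membrane potential dye signal; 0% = forskolin plus galanin with DMSO and 100% = forskolin alone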
Target sequence (O60755 1-299 limits assumed): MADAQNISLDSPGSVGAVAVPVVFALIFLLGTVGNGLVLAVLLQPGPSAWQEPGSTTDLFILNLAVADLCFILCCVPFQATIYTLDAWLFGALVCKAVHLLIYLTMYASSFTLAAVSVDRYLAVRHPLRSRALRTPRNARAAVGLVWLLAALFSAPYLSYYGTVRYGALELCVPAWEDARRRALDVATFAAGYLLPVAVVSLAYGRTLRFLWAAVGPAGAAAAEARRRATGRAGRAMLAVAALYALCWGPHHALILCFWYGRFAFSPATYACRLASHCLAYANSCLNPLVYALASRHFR
PfM18AAP inh – PfM18AAP enzyme inhibition; inhibition, % at 7.35 µM; recombinant PfM18AAP, H-Glu-NHMec fluorogenic cleavage; 290,000 tested, 1.2% active;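 active means inhibition above the campaign mean inhibition over all tested compounds plus 3 SD, cut at about 28% in these data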;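 further: 0% = plate median of test compound wells and 100% = 2 mM ZnCl2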
Numbers without * were called inactive; · = not tested or not shown. Rows are unselected, and some 4.1% of all compounds hit somewhere here.

SMILES	V1R ag counter	MEKK2mut PB1 HTS	OXTR agonist	NALP1 yeast inh	MEKK2wt PB1 HTS	GPR7 antagonist	OXTR potentiator	GalR3 antagonist	PfM18AAP inh
Cc1nn(Cc2ccc(Cl)cc2)c2sc(C(=O)O)cc12	0.5	-6	-1.1	6	100	-11	-12	-7	0
O=C(NO)c1ccccc1C(F)(F)F	1.8	-20	0.4	-16	65	0	-1	-5	-4
Cn1c(/C(C#N)=C(\O)c2cccc(F)c2)nc2ccccc21	-0.4	4	-0.7	-4	110	0	-8	3	5
O=C(COC(=O)Cc1c[nH]c2ccccc12)Nc1cccc2ccccc12	0.7	1	4.6	17	104	0	-8	-5	7
COc1cc2[nH]c(=O)c(C(=O)NCCCN3CCCCC3)c(O)c2cc1OC	1.0	6	-0.5	31	116	-11	-2	-5	9
CCNC(=S)N(CCCO)Cc1cc2cc3c(cc2[nH]c1=O)OCCO3	-0.3	11	-0.1	0	105	-13	-15	-8	7
CCCCn1c(SCc2ncc(-c3ccccc3)o2)nc2cc(S(N)(=O)=O)ccc21	6.5	-3	3.0	-6	90	7	-16	-4	6
Cc1cc(OCC(=O)OCC(=O)N(C)c2c(N)n(Cc3ccccc3)c(=O)[nH]c2=O)ccc1Cl	-0.4	·	-0.3	·	·	·	0	-3	·
CC1CCc2c(sc(NC(=O)CSc3ncn[nH]3)c2C#N)C1 (configuration not stated)	3.8	-31	6.8	·	89	0	-15	-6	11
CSCC[C@H](NC(=O)[C@H](Cc1ccccc1)n1c(=O)[nH]c2ccccc2c1=O)C(=O)N[C@@H](Cc1ccccc1)C(=O)O	1.2	0	-0.9	4	98	2	2	-4	3
Clc1ccc(-c2nnc3n2CCCS3)cc1	-0.7	-5	-1.6	-11	91	5	10	-7	1
CC1CCCN(c2nc(N(C)c3ccccc3)nc(N)c2[N+](=O)[O-])C1 (configuration not stated)	-1.9	3	-1.6	-7	102	-29	-5	2	1
Cc1cccc(C(=O)C2CCOC(C)(C)C2)c1 (configuration not stated)	-0.4	1	0.5	10	100	-5	4	2	6
CCCn1c(SCC(=O)c2cc(C)n(-c3ccc4c(c3)OCO4)c2C)n[nH]c1=O	4.9	19	5.4	28	96	-14	-12	-8	8
COc1ccc(CNC(=O)C(Cc2ccccc2)n2cccc2)cc1 (configuration not stated)	-1.2	-23	-2.2	·	88	-8	-21	3	0
CCCCN(C1CCS(=O)(=O)C1)S(=O)(=O)c1cccs1 (configuration not stated)	-1.6	·	-1.3	·	·	·	-5	-3	·
CCN(CC)CCOc1ccc2nc(N(C)C)sc2c1	-0.2	6	0.0	-5	106	-8	-4	-2	-2
CC(C)N1CC(C(=O)Nc2ccc(Br)c(Cl)c2)CC1=O (configuration not stated)	4.0	8	5.0	1	105	9	-7	-4	3
O=C(N/N=C/c1ccccc1OC(F)F)C1=COCCO1	1.6	0	-0.1	1	108	-2	-7	-6	-1
Cc1cc(C)n2nc(CNS(=O)(=O)c3ccc(C)c(C)c3)nc2n1	0.3	2	-0.5	3	102	-4	-2	·	0
CC(C)CC(=O)NS(=O)(=O)c1ccc(NS(C)(=O)=O)cc1	1.7	-3	1.1	6	94	-9	5	5	-2
COCCNC(=O)C1CC2Cn3c(nc4cc(C)c(C)cc43)C2N1C (configuration not stated)	1.7	5	0.3	·	103	·	-1	-2	·
CCN(CC)C(=S)SCC(=O)NC12CC3CC(CC(C3)C1)C2	-0.4	-2	-3.2	33	95	-9	-10	1	6
CCc1nc(N[C@H](C(=O)O)C(C)CC)c2oc3ccccc3c2n1 (some centres not stated)	0.8	10	-0.2	-15	103	-8	-6	-3	-5
CC(C)Sc1nc2[nH]ncc2c(=O)[nH]1	0.6	-1	0.4	-5	96	-5	4	-5	8

A draw from above in order of formula weight, lowest first.
SMILES	V1R ag counter	MEKK2mut PB1 HTS	OXTR agonist	NALP1 yeast inh	MEKK2wt PB1 HTS	GPR7 antagonist	OXTR potentiator	GalR3 antagonist	PfM18AAP inh
O=C(NO)c1ccccc1C(F)(F)F	1.8	-20	0.4	-16	65	0	-1	-5	-4
CC(C)Sc1nc2[nH]ncc2c(=O)[nH]1	0.6	-1	0.4	-5	96	-5	4	-5	8
Clc1ccc(-c2nnc3n2CCCS3)cc1	-0.7	-5	-1.6	-11	91	5	10	-7	1
Cn1c(/C(C#N)=C(\O)c2cccc(F)c2)nc2ccccc21	-0.4	4	-0.7	-4	110	0	-8	3	5
Cc1nn(Cc2ccc(Cl)cc2)c2sc(C(=O)O)cc12	0.5	-6	-1.1	6	100	-11	-12	-7	0
CC1CCc2c(sc(NC(=O)CSc3ncn[nH]3)c2C#N)C1 (configuration not stated)	3.8	-31	6.8	·	89	0	-15	-6	11
COc1ccc(CNC(=O)C(Cc2ccccc2)n2cccc2)cc1 (configuration not stated)	-1.2	-23	-2.2	·	88	-8	-21	3	0
Cc1cc(C)n2nc(CNS(=O)(=O)c3ccc(C)c(C)c3)nc2n1	0.3	2	-0.5	3	102	-4	-2	·	0
O=C(COC(=O)Cc1c[nH]c2ccccc12)Nc1cccc2ccccc12	0.7	1	4.6	17	104	0	-8	-5	7
CCNC(=S)N(CCCO)Cc1cc2cc3c(cc2[nH]c1=O)OCCO3	-0.3	11	-0.1	0	105	-13	-15	-8	7
COc1cc2[nH]c(=O)c(C(=O)NCCCN3CCCCC3)c(O)c2cc1OC	1.0	6	-0.5	31	116	-11	-2	-5	9
CCCn1c(SCC(=O)c2cc(C)n(-c3ccc4c(c3)OCO4)c2C)n[nH]c1=O	4.9	19	5.4	28	96	-14	-12	-8	8
CCCCn1c(SCc2ncc(-c3ccccc3)o2)nc2cc(S(N)(=O)=O)ccc21	6.5	-3	3.0	-6	90	7	-16	-4	6

The main list resumes with the two entries that preceded the break.
SMILES	V1R ag counter	MEKK2mut PB1 HTS	OXTR agonist	NALP1 yeast inh	MEKK2wt PB1 HTS	GPR7 antagonist	OXTR potentiator	GalR3 antagonist	PfM18AAP inh
CCc1nc(N[C@H](C(=O)O)C(C)CC)c2oc3ccccc3c2n1 (some centres not stated)	0.8	10	-0.2	-15	103	-8	-6	-3	-5
CC(C)Sc1nc2[nH]ncc2c(=O)[nH]1	0.6	-1	0.4	-5	96	-5	4	-5	8
N#C/C(=C/c1ccc(Sc2nc3ccccc3[nH]2)o1)c1cccc(Br)c1	0.5	-4	-0.5	1	98	-12	-20	1	3
NC(=O)C1CCN(C(=O)COc2ccc(S(=O)(=O)NCc3ccccc3)cc2Cl)CC1	0.2	-3	-1.1	34	98	-3	-3	-4	-3
O=c1sc2ccccc2n1CCCOc1ccccc1	-1.2	9	-1.5	18	110	3	-3	-1	0
CCCNS(=O)(=O)c1ccc(OCC(=O)N2CCc3ccccc3C2)c(C)c1	4.3	12	0.4	-14	101	5	-5	-10	0
O=C(CSc1ccc(F)cc1)NNC(=O)c1ccccc1Br	-0.3	1	1.2	12	100	-16	-2	-8	16
O=C(Cc1ccc(Cl)cc1)Nc1ccc(C(=O)N2CCOCC2)cc1	1.3	-1	2.7	-6	100	12	-10	5	2
CCOC(=O)c1c(C)n(-c2ccccc2)c2ccc(OCCN(C)C)cc12	1.6	9	1.1	44*	122	7	-11	-14	-13
CCCC1c2ccsc2CCN1C(=S)NC (configuration not stated)	6.3	1	2.8	3	100	-1	-10	0	1
C/C(=N/NC(=O)c1ccccn1)c1ccco1	0.0	6	-0.4	4	105	-9	2	2	21
Cc1ccccc1NC(=O)COC(=O)[C@@H]1CCCN1C(=O)c1cccs1	1.7	·	0.4	·	·	·	10	-7	·
COC(=O)c1ccc(Cl)c(NC(=O)c2ccc(-c3ccccc3)cc2)c1	·	3	·	6	103	-2	·	·	-1
O=C(Cn1cnc2ccccc2c1=O)NC1CCCc2ccccc21 (configuration not stated)	0.3	5	-1.2	12	106	-2	-2	-5	9
COc1ccc(S(=O)(=O)N2CCN(C(=O)c3cccs3)CC2)cc1	2.0	7	1.9	9	105	-2	-9	5	6
CC(C)(C)NC(=S)NNC(=O)c1cccc(Br)c1	1.0	1	3.1	-11	98	-3	-11	-6	5
Cc1cc(NC(=O)CCC(=O)N(c2ccccc2)C(C(=O)NC2CCCCC2)c2cccs2)no1 (configuration not stated)	-1.8	1	-2.5	3	102	-18	-13	0	5
NC(=O)c1ccc(NC(=O)c2cccc3c2OCCCO3)cc1	0.7	0	0.0	-4	98	-8	-2	-1	2
O=C(O)COc1ccc(-c2nc(-c3ccccc3)c(-c3ccccc3)[nH]2)cc1	-0.3	6	-0.2	8	104	-12	6	-10	12
O=C(NCC(c1cccnc1)N1CCN(c2ccc(F)cc2)CC1)c1ccco1 (configuration not stated)	0.4	7	-0.1	-8	117	-14	-4	·	0
CCN(Cc1ccccc1)C(=O)c1cccc(S(=O)(=O)N2CCN(c3ccccc3)CC2)c1	3.3	·	2.7	·	·	·	-7	-2	·
N#C/C(=C(/O)COC(=O)COc1cccc(Br)c1)c1nc2ccccc2[nH]1	0.8	-7	1.4	·	93	-4	-5	-6	4
COc1cc(/C=N/NC(=O)c2nnn(-c3nonc3N)c2-c2cccs2)ccc1O	8.1	7	5.7	-13	108	-18	-10	-3	12
CCOC(=O)CC(=O)CSc1nnc(Cn2c(=O)sc3ccccc32)n1C	-0.2	7	-0.4	-9	101	11	-6	-7	10
Cn1c(N)c(C(=O)CSc2nc(C3CC3)n(-c3ccccc3)n2)c(=O)n(C)c1=O	6.7	·	6.2	·	·	·	-3	-2	·
CCCn1cc(CN2CCCC(C(=O)c3ccc4c(c3)OCO4)C2)c(C)n1 (configuration not stated)	1.8	7	1.4	14	105	-7	9	-7	2
CC1CCN(CCCNC(=O)c2cn(C)c3ccc(S(=O)(=O)N4CCCC4)cc3c2=O)CC1	0.2	-2	0.2	13	101	-10	-1	15*	1
CC(=O)Nc1ccc(Cc2ccc3[nH]c(=O)cc(C)c3c2)cc1	2.9	-16	0.9	16	81	-8	-7	·	-3
CCn1c(OC)nc2c1c(=O)n(C)c(=O)n2C	-1.1	-43	0.7	11	100	8	-10	-6	-7
